PHOSPHO1 block = PubChem AID 1565. Phosphoethanolamine/phosphocholine phosphatase (Homo sapiens), Q8TCT1. inhibition, % at 13.3 µM. 1.1% of 290,000 active. recombinant PHOSPHO1, absorbance phosphatase assay; in the data active = inhibition above about 60%
Target sequence (Q8TCT1 whole entry, looked up): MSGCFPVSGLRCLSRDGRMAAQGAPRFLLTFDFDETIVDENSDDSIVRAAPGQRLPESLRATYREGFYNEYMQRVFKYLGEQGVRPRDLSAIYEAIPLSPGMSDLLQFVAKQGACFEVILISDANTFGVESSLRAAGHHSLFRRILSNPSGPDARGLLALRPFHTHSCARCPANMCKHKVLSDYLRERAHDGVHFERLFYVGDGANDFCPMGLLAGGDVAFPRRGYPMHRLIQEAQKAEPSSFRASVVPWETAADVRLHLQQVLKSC
GalR3 antagonist = GalR3 antagonists in HEK293 cells, primary screen, cell-based, fluorescence readout. Galanin receptor type 3 (Homo sapiens), O60755. HEK293 GalR3-CNG cAMP membrane potential fluorescence; galR3 body fused to GalR1 C-terminus. inhibition, % at 3 µM. 0.44% of 360,000 active;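 active = inhibition above the screen-wide average plus 3 SD, cut at about 13% in these data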;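 note: forskolin and galanin both at EC90 stimulate the cells; cAMP rise reported by CNG channel membrane potential dye signal; 0% = forskolin plus galanin with DMSO and 100% = forskolin alone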
GPR7 antag = GPR7 receptor antagonists, primary screen, cell-based, fluorescence, single concentration; GPR7-expressing cells, fluorescence antagonist assay; inhibition, % at 4.4 µM; 1.1% of 290,000 active; AID 1861, 2009; in the data active = inhibition above about 16%, passing the limit was not always enough;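 note: cells stimulated with the agonist NPW; 0% = agonist with vehicle and 100% = vehicle without agonist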
Target sequence (P48145 whole entry, looked up): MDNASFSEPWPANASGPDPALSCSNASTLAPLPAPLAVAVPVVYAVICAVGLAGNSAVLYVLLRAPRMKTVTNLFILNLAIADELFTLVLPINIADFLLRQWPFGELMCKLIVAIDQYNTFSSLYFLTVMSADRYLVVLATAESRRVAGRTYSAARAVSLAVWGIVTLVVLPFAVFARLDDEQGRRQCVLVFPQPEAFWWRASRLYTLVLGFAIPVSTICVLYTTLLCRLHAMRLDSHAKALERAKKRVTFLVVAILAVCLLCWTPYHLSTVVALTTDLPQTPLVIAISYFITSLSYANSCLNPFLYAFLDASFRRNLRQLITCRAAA
V1aR counter = agonists of human V1a receptor, primary screen, counter-screen for OXTR agonist project, fluorescence, CHO-V1R cells | Vasopressin V1a receptor (Homo sapiens), P37288 | Fluo-8 calcium fluorescence, agonist mode; 0% DMSO, 100% 3 nM vasopressin | activation, % at 3 µM | 0.25% of 320,000 active | AID 2797, 2010;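 active = activation above the mean activation of all tested compounds plus 3 SD, per screening run, cut at about 20% in these data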;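 note: signal is peak over basal fluorescence ratio across a 100 second FLIPR read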
Target sequence (P37288 whole entry, looked up): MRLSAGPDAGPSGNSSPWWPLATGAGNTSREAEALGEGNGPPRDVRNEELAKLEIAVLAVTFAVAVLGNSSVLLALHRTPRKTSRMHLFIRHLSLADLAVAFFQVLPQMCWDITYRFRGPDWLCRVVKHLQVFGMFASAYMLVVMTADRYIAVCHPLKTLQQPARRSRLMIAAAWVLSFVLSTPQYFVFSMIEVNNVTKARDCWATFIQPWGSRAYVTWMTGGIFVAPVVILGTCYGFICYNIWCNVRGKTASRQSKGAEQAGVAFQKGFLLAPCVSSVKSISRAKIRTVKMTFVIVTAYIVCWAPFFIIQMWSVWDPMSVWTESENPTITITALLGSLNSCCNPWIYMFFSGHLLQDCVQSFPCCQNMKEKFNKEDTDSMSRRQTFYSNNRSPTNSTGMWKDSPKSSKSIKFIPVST
IMP-1 inh = IMP-1 metallo-beta-lactamase inhibitors, primary screen, biochemical, epi-absorbance readout, Pseudomonas aeruginosa enzyme | 0.45% of 290,000 active | purified IMP-1, nitrocefin hydrolysis, epi-absorbance fluorescence | inhibition, % at 5.6 µM | AID 1556, 2009;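 active = inhibition above the mean plus 3 SD of all compounds in the same screening run, cut at about 4.5% in these data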;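 note: 0% = IMP-1 with DMSO and 100% = DMSO wells lacking enzyme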
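system = purified recombinant IMP-1 beta-lactamase | amount = 0.2 nM IMP-1, as dispensed | medium = HEPES buffer pH 7.1 with ZnSO4 and Brij 35 | times = 25 °C, 15 min preincubation, 25 min reaction | detection = plate fluorescence quenching by hydrolysis product, ex 480/em 530 nm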
FID counter = compounds displacing fluorescent DNA intercalator, primary screen, artefact control for HCV NS3 helicase inhibitor project, biochemical, FID fluorescence | DNA fluorescent intercalator displacement | inhibition, % at 7.9 µM | 0.17% of 290,000 active | AID 1845, 2009; in the data active = inhibition above about 37%;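 note: 0% = vehicle and 100% = reference compound; higher means more ethidium bromide displaced from hairpin DNA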
OXTR ag = human OXTR agonists, primary screen, fluorescence, CHO-OTR cells, Fluo-8 calcium; Oxytocin receptor (Homo sapiens), P30559; Fluo-8 calcium fluorescence; normalized: DMSO 0%, oxytocin 100%; activation, % at 3 µM; 0.32% of 320,000 active; AID 2435, 2010;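 active = activation above the mean of all tested compounds plus 3 SD, cutoff set per screening run, cut at about 20% in these data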;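 note: peak over basal fluorescence ratio from a 100 s FLIPR kinetic read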
VIM-2 inhibitor = VIM-2 metallo-beta-lactamase inhibitors, primary screen, biochemical, epi-absorbance readout, Pseudomonas aeruginosa enzyme. inhibition, % at 5.6 µM. 0.89% of 290,000 active. purified VIM-2, nitrocefin hydrolysis, epi-absorbance fluorescence;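 active = inhibition above the mean of all tested compounds plus 3 SD, cutoff set per screening run, cut at about 7.5% in these data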;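 note: red hydrolysis product quenches plate fluorescence so inhibitors raise well fluorescence; 0% = enzyme with DMSO and 100% = DMSO without enzyme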
NS3 helicase inh = inhibitors of HCV NS3 helicase, primary screen, biochemical, Cy5 molecular beacon fluorescence; Hepatitis C virus NS3 helicase; NS3 helicase DNA unwinding; inhibition, % at 10.9 µM; 0.56% of 290,000 active;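 active = inhibition above the mean of all tested compounds plus 3 SD, set per campaign, cut at about 35% in these data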;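 note: 0% = DMSO wells and 100% = thioflavine S control wells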
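System: HCV NS3 helicase fragment; control set: DMSO and thioflavine S; technique: Cy5 fluorescence at 0 and 60 min, beacon hairpin quenching; reagent: beacon DNA duplex substrate plus ATP; replicates: singlicate; schedule: 1 h reaction at 25 °C, ATP-initiated; medium: MOPS buffer pH 6.5 with MgCl2, DTT, Tween20, BSA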
Active calls of the source: *; · = no result given; & = joins results of further samples; ! = repeats disagree.

The opening 4 entries as a preview:
SMILES	PHOSPHO1 block	GalR3 antagonist	GPR7 antag	V1aR counter	IMP-1 inh	FID counter	OXTR ag	VIM-2 inhibitor	NS3 helicase inh
O=C(C1=C[C@H](C2CCCCC2)C[C@H](OCCCCO)O1)N1CCN(Cc2ccccc2)CC1	32	-3	2	-0.6	-3.0	-32	-1.8	-2.0	-4
Cc1ccc(CNC(=O)C(C)OC(=O)c2cccs2)cc1 (stereo unspecified)	9	-4	-14	-1.7	-1.0	-7	-2.1	-3.5	1
Cc1ccc(C)c(OCCC(=O)NCCc2ccc(S(N)(=O)=O)cc2)c1	51	4	-3	0.6	-0.2	-18	0.9	0.2	4
CCS(=O)(=O)N1CCN(c2cnn(-c3ccccc3)c(=O)c2Cl)CC1	30	1	-2	1.0	-1.4	-4	-0.8	-2.2	3

This part in full (from the top)
SMILES	PHOSPHO1 block	GalR3 antagonist	GPR7 antag	V1aR counter	IMP-1 inh	FID counter	OXTR ag	VIM-2 inhibitor	NS3 helicase inh
O=C(C1=C[C@H](C2CCCCC2)C[C@H](OCCCCO)O1)N1CCN(Cc2ccccc2)CC1	32	-3	2	-0.6	-3.0	-32	-1.8	-2.0	-4
Cc1ccc(CNC(=O)C(C)OC(=O)c2cccs2)cc1 (stereo unspecified)	9	-4	-14	-1.7	-1.0	-7	-2.1	-3.5	1
Cc1ccc(C)c(OCCC(=O)NCCc2ccc(S(N)(=O)=O)cc2)c1	51	4	-3	0.6	-0.2	-18	0.9	0.2	4
CCS(=O)(=O)N1CCN(c2cnn(-c3ccccc3)c(=O)c2Cl)CC1	30	1	-2	1.0	-1.4	-4	-0.8	-2.2	3
CCCCCCCCCCCCCCCCn1cc[n+](C)c1	16&-11	-2	31*!	35*	-2.1&-1.2	12&15	25*	-1.9&-1.1	-59&-74
O=C(Nc1nc(-c2ccccn2)cs1)c1cc(Cl)ccc1[N+](=O)[O-]	-98	-5	-4	0.1	-4.1	-3	0.7	-1.7	9
CCOC(=O)c1c(C)nc2sc(C(=O)Nc3ccc(OC)cc3)c(N)c2c1-c1ccc(OC)cc1	30	5	-6	-0.1	-3.1	-2	-0.1	-1.8	-4
COc1ccc2nc(NC(=O)CSc3nnc(C)n3N)sc2c1	21	-1	4	1.3	-0.7	-2	-1.5	-3.0	-2
O=C(N/N=C/c1ccncc1)NC1CCCCC1	1	-7	3	-0.1	-4.2	-7	0.3	-2.1	-9
Cc1ccc(C)c(Cc2c(C)nc3c(C(=O)N4CCOCC4)cnn3c2C)c1	26	-6	0	0.9	-3.0	-22	0.2	-5.8	-2
O=C(Nc1ccc(Cl)cc1N1CCOCC1)C1CC1	-29	-1	-9	0.8	0.2	-2	0.6	-2.3	0
Cc1ccc(-n2nnnc2SCC(=O)c2cc(C)n(CC3CCCO3)c2C)cc1 (stereo unspecified)	74*	1	·	0.4	·	·	2.7	·	·
O=C(CCc1ccccc1F)N1CCN(c2ccc(C(F)(F)F)cn2)CC1	30	-9	3	4.7	-1.5	-35	0.9	-0.5	-10
CCC(C(=O)Nc1cc(F)ccc1F)n1nc(C)c2c(C)n(-c3ccc(C)cc3)nc2c1=O (stereo unspecified)	34	-8	-6	0.9	-1.6	-42	-2.2	1.6	4
COC(=O)c1ccccc1NC(=O)C(C)c1ccc([N+](=O)[O-])cc1 (stereo unspecified)	32	-6	-9	5.3	-2.6	-7	1.2	-2.2	-7
COc1ccc(C(=O)Nc2ccccc2)cc1S(=O)(=O)Nc1cc(C)on1	10	-2	0	-0.6	-2.0	-8	0.1	-4.6	-4
Cc1ccc(S(=O)(=O)NCCOCCNS(=O)(=O)c2ccc(C)cc2)cc1	10	-4	-11	3.1	-2.0	-25	2.4	-2.9	-2
CCOc1cc(/C=N/n2cnnc2)ccc1OS(=O)(=O)c1ccccc1	44	7	-6	0.8	-1.8	-17	0.6	-0.6	1
CCN(CC)S(=O)(=O)c1ccc2c(c1)CC(C(=O)N1CCCC1)N2C(C)=O (stereo unspecified)	·	-2	-4	-0.5	-0.4	-11	-0.2	-5.0	-14
CCC(=O)Nc1nnc(C)s1	9	2	-13	·	-4.6	0	·	-3.6	-3
S=C(Nc1ccc2nsnc2c1)N1CCCCC1	8	-3	-10	0.7	-3.7	1	0.9	-0.6	11
O=C(CN1C(=O)CCS(=O)(=O)c2ccccc21)NCCc1ccccc1	10	3	-6	0.3	-4.3	-4	-0.3	-1.9	0
COc1cc(C(=O)NCCN2C(=O)S/C(=C\c3ccc(F)cc3)C2=O)ccc1OCC(=O)N1CCOCC1	-1	·	-17	-0.1	-3.9	-4	0.3	-5.4	9
CC(OC(=O)CCCN=C1NS(=O)(=O)c2ccccc21)C(=O)NC1CCCCC1C (stereo unspecified)	19	-1	-4	-0.7	-2.5	-12	-1.4	-0.8	3
COc1ccc(NC(=O)C(NS(=O)(=O)c2ccc3c(c2)CCCN3C(C)=O)C(C)C)c(OC)c1 (stereo unspecified)	0	-3	-1	-0.2	-5.2	-20	-0.2	-3.6	10
CC(/C=C/C(=O)c1ccc(C)cc1)=C\c1ccccc1	30	-4	0	-0.1	-1.2	-3	-0.3	-2.3	-2
Cc1[nH]n2c(=O)c3c(nc2c1-c1cccc2ccccc12)CCC3	37	4	-8	-0.9	-3.1	-12	-1.7	-4.1	-1
CC(C)C1Nc2ccc(S(=O)(=O)N3CCOCC3)cc2NC1=O (stereo unspecified)	6	1	-2	-0.2	-4.8	-1	0.2	-7.4	-5
CC(=O)Oc1cc(C)cc2oc(=O)cc(-c3ccccc3)c12	34	-3	-16	-0.1	-2.6	-18	-2.7	-2.8	11
O=C1c2ccccc2NC2(CCCC2)N1N=C1CCCC1	42	-8	-3	0.9	-1.7	-2	0.5	0.0	-1
Cn1c(COc2ccc(Cl)cc2)nnc1SCC(=O)NC1CCCCC1	·	-6	20	0.9	-0.5	-31	-1.6	1.9	-18
Cc1ccc(SCCSc2ncccn2)cc1	·	-11	-14	0.2	-0.6	-8	-1.9	-0.7	-4
Cc1ccsc1/C=N/N1CCN(C2c3ccccc3-c3ccccc32)CC1	27	3	-4	-0.3	-3.1	2	-0.6	-0.6	-11
Cc1ccc(CNC(=O)C2COc3ccccc3O2)cc1 (stereo unspecified)	33	-6	5	-1.3	-0.3	2	-1.7	-1.6	3
Nc1nc(SCC(=O)c2cccs2)n[nH]1	-58	-3	-16	0.4	-3.3	3	0.6	-1.6	-21
COc1cc(OC)c(NC(=S)Nc2cc(Cl)cc(Cl)c2)cc1Cl	14	-4	5	5.0	-2.5	2	4.3	-3.5	-5
COCCN=c1scc(-c2cccs2)n1/N=C/c1ccc(O)c(O)c1O	-2	2	-10	-0.6	-3.8	-8	-2.2	-3.0	32
C=CCn1c(SCC(=O)NC2CCCC2)nnc1-c1ccccn1	-51	-1	-11	-0.3	0.7	-18	-0.6	-0.3	1
CC(C)(C)CN1CCNC(=O)C1CC(=O)N1CCN(c2ccccc2)CC1 (stereo unspecified)	-17	1	-6	-0.4	-2.8	-27	-0.5	-4.0	-4
O=C(O)c1ccc(NCc2nc3ccccc3n2CCOc2ccccc2Cl)cc1	-22	0	-6	0.5	-4.1	-31	5.8	-3.0	16
Nc1nc(N2CCCCC2)c(C=O)c(N2CCCCC2)n1	32	6	8	-0.2	-3.3	-3	0.0	1.7	-1
CCOC(=O)C1CCN(S(=O)(=O)c2cc(Br)cc3c2N(C(C)=O)C(C)C3)CC1 (stereo unspecified)	0	-3	-9	3.9	-2.6	-33	3.2	-1.8	0
Cn1c(O)c(N=NC(=O)c2ccco2)c2ccccc21	19	-1	-10	0.1	-3.3	-8	-0.6	2.0	1
Cc1c([N+](=O)[O-])cc(C(=O)NCc2ccc(F)cc2)cc1[N+](=O)[O-]	24	0	-8	1.2	-1.2	14	-1.3	-1.6	7
Cc1ccc(OCc2cc(C(=O)N(C)Cc3cc(C4CC4)n[nH]3)no2)cc1C	16	-8	17	5.3	0.0	-39	1.8	-2.1	-12
CCN(CC(=O)NC(C)C)C(=O)Cc1ccc(C)c(C)c1	-15	-5	-11	-0.7	-3.4	-5	-0.8	0.1	4
COc1ccc(-n2nc(C(=O)NCC(=O)NCC3CCCO3)c3ccccc3c2=O)c(OC)c1 (stereo unspecified)	4	-5	-17	-0.3	-3.9	-16	0.3	-2.5	14
COc1ccc(-c2nnc(SCc3ccc(C(=O)O)cc3)o2)cc1OC	18	-10	5	1.7	-4.0	-25	0.2	-0.8	-2
C=C(C)C1CC=C(C)/C(=N/NC(=O)c2ccoc2C)C1 (stereo unspecified)	0	1	-10	0.1	-2.8	-6	-2.0	-2.1	7
CSc1ccc(NC(=O)NCCN2CCc3ccccc3C2)cc1	22	-2	-2	3.8	-1.7	7	3.1	-1.5	-19
O=C1c2ccccc2C(=O)c2c1cccc2N1CCN(Cc2ccccc2)CC1	17	·	-12	-0.9	-4.4	8	-1.4	-2.4	-6
Cc1cc(C)n2nc(SCC(=O)c3cc(C)n(-c4cc(C)on4)c3C)nc2n1	102*	-2	-7	7.1	-3.0	-28	13	2.4	4
COc1cc(NC(=O)c2ccccc2F)c(OC)cc1NC(=O)CN1CCOCC1	29	-1	-11	-1.0	1.3	7	-0.6	-2.2	5
CC(C)c1ccccc1-n1c(SCc2cc(=O)oc3ccc4ccccc4c23)nnc1-c1cccnc1	-32	-8	-3	2.5	-0.8	-32	-1.0	0.5	18
O=C(c1cc(COc2ccc(F)cc2F)on1)N1CCN(C(=O)c2ccco2)CC1	26	-6	-14	3.5	-1.7	-41	1.1	-3.0	15
O/N=C1\CCC\C1=C/c1ccco1	24	2	-2	0.4	-2.4	-6	-0.8	-1.9	4
Cc1nc(-c2ccc([N+](=O)[O-])cc2)c(-c2ccccc2)o1	27	-8	-12	-1.1	-1.9	-3	-2.1	-2.1	-2
Cc1ccc(OCCn2ccnc2)c([N+](=O)[O-])c1	24	-6	-14	0.4	-3.3	5	0.9	-2.0	7
CCn1cc(Br)c(C(=O)NN)n1	-17	-2	4	-0.8	-1.2	-6	0.1	-2.2	-2
COc1ccccc1N1CCN(CCNC(=O)Nc2cccc(C)c2C)CC1	42	-8	4	6.9	-3.5	19	14	-2.3	-41
COc1ccc(C(=O)N2CCCC(N3CCN(c4ccccc4OC)CC3)C2)c(OC)n1 (stereo unspecified)	24	·	-2	-0.9	-2.5	-28	-1.7	0.2	3
COc1ccc(S(=O)(=O)Nc2ccc(NC(C)=O)cc2)cc1	13	-6	-5	-0.5	-1.1	-6	0.6	-1.1	-8
